Compound activity (PubChem BioAssay)
ATG4B inhibitor – ATG4B (human) cysteine protease inhibition. ATG4B cleavage of LC3-PLA2, NBD-HPC fluorescence, 1 h. inhibition, % at 8.33 µM. 340,000 compounds, 0.51% hits; in the data active = inhibition above about 40%
Target sequence (Q9Y4P1 whole entry, looked up): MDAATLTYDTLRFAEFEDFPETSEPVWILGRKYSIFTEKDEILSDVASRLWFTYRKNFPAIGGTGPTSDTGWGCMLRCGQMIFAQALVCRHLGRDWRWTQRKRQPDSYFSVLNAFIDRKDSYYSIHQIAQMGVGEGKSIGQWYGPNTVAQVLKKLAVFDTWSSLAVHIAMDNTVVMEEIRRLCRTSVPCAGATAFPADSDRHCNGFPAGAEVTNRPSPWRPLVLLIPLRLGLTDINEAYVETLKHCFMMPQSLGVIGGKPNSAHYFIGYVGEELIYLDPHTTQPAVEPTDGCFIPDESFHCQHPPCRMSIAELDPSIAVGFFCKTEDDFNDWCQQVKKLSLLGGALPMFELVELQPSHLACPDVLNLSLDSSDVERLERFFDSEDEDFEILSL
NR3A LBD binder – NR3A (human) ligand-binding domain modulation. NR3A LBD differential scanning fluorimetry, Tm shift; 0% = protein alone, 100% = glycine-bound protein. Tm shift relative to glycine control, % at 25 µM. 340,000 compounds, 2.5% hits;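 active = melting temperature shift of at least 10% of the positive control shift, at one fixed dose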
SENP1 FRET inh – blocks the human SENP1 SUMO protease catalytic domain. Q9P0U3. recombinant SENP1 catalytic domain, CyPet-SUMO1-YPet FRET cleavage. inhibition, % at 10 µM. 360,000 compounds, 0.21% hits;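 active = inhibition at least 30% at 10 µM, raw YFP signal under a set limit, fluorescence ratio 0.5 to 1.5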;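 note: 0% = enzyme with DMSO and 100% = no enzyme wells; some results filed as inactive read as strong as hits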
Target sequence (Q9P0U3 419-644 limits assumed): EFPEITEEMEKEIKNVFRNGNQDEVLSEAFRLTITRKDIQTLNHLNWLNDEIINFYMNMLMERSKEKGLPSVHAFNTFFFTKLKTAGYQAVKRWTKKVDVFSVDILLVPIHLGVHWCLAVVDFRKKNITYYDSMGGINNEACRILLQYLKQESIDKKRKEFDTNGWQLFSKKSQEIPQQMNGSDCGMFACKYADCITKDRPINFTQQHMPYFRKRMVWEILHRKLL
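Test system: hSENP1 catalytic domain, recombinant; Amount: 20 pM final SENP1 enzyme; Medium: Tris pH 8 buffer plus EDTA, NaCl, BME, BSA, NP40, catalase; Schedule: 50 min enzyme reaction, room temperature, light-protected; Technique: FRET fluorescence in CFP and YFP emission channels; Controls: no-enzyme wells low, DMSO-plus-enzyme wells high control.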
SENP8 inh – blocks human SENP8 cleavage of Nedd8 substrate; inhibition, % at 20 µM; recombinant SENP8, Nedd8 substrate fluorescence; 360,000 compounds, 0.64% hits; Q96LD8; in the data active = inhibition mostly above about 40%, no sharp cut-off; inactive = mostly below about 27%
Target sequence (Q96LD8 whole entry, looked up): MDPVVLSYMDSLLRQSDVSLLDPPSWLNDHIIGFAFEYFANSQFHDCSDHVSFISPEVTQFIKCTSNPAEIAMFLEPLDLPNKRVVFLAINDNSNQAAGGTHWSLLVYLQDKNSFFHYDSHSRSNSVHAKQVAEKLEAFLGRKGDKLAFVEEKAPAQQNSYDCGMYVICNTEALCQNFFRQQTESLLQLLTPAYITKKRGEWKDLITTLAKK
SENP6 block – blocks the human protease SENP6 | Q9GZR1 | Recombinant SENP6 catalytic domain, aminoluciferin luminescence | inhibition, % at 10 µM | 330,000 compounds, 1.8% hits | AID 2599;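 active = inhibition above about 50% at the single tested dose, limit read from the data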;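 note: plate controls were DMSO wells with enzyme for no effect and DMSO wells lacking enzyme for full effect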
PfGluPho inh – PfG6PD (Plasmodium falciparum) enzyme inhibition. PfGluPho enzyme, NADPH resazurin-diaphorase fluorescence. AID 504690. inhibition, % at 20 µM. 350,000 compounds, 0.78% hits;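 active = inhibition reaching at least a set limit at 20 µM in the primary screen, cut at about 59% in these data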;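 note: 0% = DMSO wells with substrate and 100% = DMSO wells lacking glucose-6-phosphate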
MPTP inh – inhibitors of mitochondrial permeability transition pore | isolated mouse mitochondria, Ca2+ swelling absorbance, 30 min | inhibition, % at 10 µM | 360,000 compounds, 1.4% hits | AID 602449;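 active = inhibition of 50% or more, scaled per plate between neutral and stimulator controls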;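 note: 0% = DMSO wells given calcium and 100% = 1 mM EGTA wells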
hIAP act – human IAP activation; AID 2524; activation factor at 10 µM; 330,000 compounds, 0.16% hits; purified human IAP, CDP-Star luminescence, 30 min; active compounds read high; 1 = vehicle-only enzyme, 0 = enzyme-free background; P09923;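 active = activation factor of the enzyme at least 2-fold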; note: the source names both 10 and 20 µM as test concentration; values of inactives mirror those of a sister screen read the other way
An asterisk follows results filed as active; x = no result given.

SMILES	ATG4B inhibitor	NR3A LBD binder	SENP1 FRET inh	SENP8 inh	SENP6 block	PfGluPho inh	MPTP inh	hIAP act
COC(=O)c1ccc(COn2c(=O)c(C)[n+]([O-])c3ccccc32)cc1	-3	1	6	-35	6	-3	4.2	1
O=C(Cc1ccc(Br)cc1)NC1CCCc2ccccc21 (configuration not stated)	13	-3	2	0	-6	-11	-0.9	0.97
CC1(C)Cc2c(c(N3CCOCC3)nc3sc4c(NCCN5CCOCC5)nnnc4c23)CS1	-8	-2	-23	-164	4	23	2.1	0.92
CCc1ccc2nc(Nc3ncc(C(C)=O)c(C)n3)nc(C)c2c1	5	-1	2	-39	-34	-3	1.5	0.96
Cc1cc(C(=O)COC(=O)Cc2ccc(Br)cc2)c(C)n1C	21	1	0	6	-8	8	0.3	1
CCN(c1ccccc1)S(=O)(=O)c1nnc(NC(=O)C(C)(C)C)s1	-6	-4	2	5	8	-15	4.2	0.94
S=c1[nH]nc(-c2ccco2)n1/N=C/c1ccc(Br)s1	3	-17	2	19	9	10	5.7	1.1
CC(=O)Nc1ccc(S(=O)(=O)N[C@@H](C)C(=O)OCC(=O)NC2CCCC2)cc1	-40	0	0	14	-3	12	-1.7	0.86
Cc1ccccc1N(C(=O)CCCC(=O)Nc1ccccn1)C(C(=O)NC1CCCC1)c1ccc(O)cc1 (configuration not stated)	-1	0	0	-8	6	-8	-0.3	0.93
Cc1ccc(N2CC(C(=O)NCc3ccco3)CC2=O)cc1Cl (configuration not stated)	6	-3	-1	-7	8	2	-0.8	1.2
N#Cc1c(-c2ccccc2)nc(SCc2nc(N)nc(N3CCCCC3)n2)[nH]c1=O	12	-5	-4	-59	-11	-22	-1.3	1.1
CC1(C)CC(=O)C2=C(C1)OC1=C(C(=O)CC(C)(C)C1)C2c1cc([N+](=O)[O-])cc([N+](=O)[O-])c1O	0	-8	2	29	4	-32	1.3	0.93

Brought forward from above: six compounds; new compounds follow.
SMILES	ATG4B inhibitor	NR3A LBD binder	SENP1 FRET inh	SENP8 inh	SENP6 block	PfGluPho inh	MPTP inh	hIAP act
S=c1[nH]nc(-c2ccco2)n1/N=C/c1ccc(Br)s1	3	-17	2	19	9	10	5.7	1.1
CC(=O)Nc1ccc(S(=O)(=O)N[C@@H](C)C(=O)OCC(=O)NC2CCCC2)cc1	-40	0	0	14	-3	12	-1.7	0.86
Cc1ccccc1N(C(=O)CCCC(=O)Nc1ccccn1)C(C(=O)NC1CCCC1)c1ccc(O)cc1 (configuration not stated)	-1	0	0	-8	6	-8	-0.3	0.93
Cc1ccc(N2CC(C(=O)NCc3ccco3)CC2=O)cc1Cl (configuration not stated)	6	-3	-1	-7	8	2	-0.8	1.2
N#Cc1c(-c2ccccc2)nc(SCc2nc(N)nc(N3CCCCC3)n2)[nH]c1=O	12	-5	-4	-59	-11	-22	-1.3	1.1
CC1(C)CC(=O)C2=C(C1)OC1=C(C(=O)CC(C)(C)C1)C2c1cc([N+](=O)[O-])cc([N+](=O)[O-])c1O	0	-8	2	29	4	-32	1.3	0.93
CC(C)(C)c1cc(Cc2ccccc2)[nH]n1	-6	1	1	15	-11	2	-0.3	0.82
CN(C)C(=O)c1ccc2c(c1[N+](=O)[O-])C(=O)c1ccccc1C2=O	-20	-3	4	26	43	32	1.0	0.91
CCN(CC(=O)NC(=O)NCc1ccccc1)CC(=O)Nc1cc(Cl)ccc1C	-4	-2	5	9	10	12	-1.3	1.3
O=C(NCc1cn2ccsc2n1)c1cccc(C(F)(F)F)c1	-2	1	0	22	-36	-19	-4.8	1.1
C=CCNC(=O)c1ccccc1NS(=O)(=O)c1ccccc1	4	-1	2	-26	-20	13	-0.3	1
CC(C)CNc1c(N)n(CC(C)C)c(=O)[nH]c1=O	-5	0	-61	-53	-15	14	1.2	1.1
Nc1nnnn1/N=C/c1cccc(Br)c1	1	-1	0	23	5	3	0.0	1.1
COc1ccc(Cc2nnc(NC(=O)C3CC(=O)N(c4ccccc4)C3)s2)cc1OC (configuration not stated)	-9	-3	0	8	-18	-30	-2.2	0.8
Cc1ccc2nc(SCC(=O)Nc3cc(C)on3)[nH]c2c1	5	2	-1	4	7	-5	-1.6	1
CC(CCc1ccccc1)NC(=O)CN1CCSc2ccccc21 (configuration not stated)	5	0	2	15	-10	-11	-0.3	0.99
CC(=O)Nc1c2c(nn1-c1ccc(Cl)cc1)CSC2	2	3	-1	28	-4	-4	0.2	0.78
CCN(CC)CCNC(=O)c1cc(S(=O)(=O)N2CCc3ccccc32)cn1C	-12	-2	0	7	-16	-1	0.5	0.98
O=C(CSc1nc2sc3c(c2c(=O)n1-c1ccccc1)CCCC3)N/N=C/c1ccc(C(=O)O)cc1	7	-4	0	5	-7	-19	-1.3	1.2
C/C(COc1ccccc1)=N\NC(=O)c1nnn(-c2nonc2N)c1-c1ccc(C)cc1	x	x	0	17	x	-16	2.2	x
CCn1c(SCC(=O)Nc2ccc(N3CCOCC3)cc2)nnc1-c1ccco1	0	-1	4	14	-16	4	-1.5	1.1
CCn1cc(CN2CCC(C(=O)Nc3cccc(-c4cscn4)c3)CC2)cn1	1	-2	-1	-1	3	-3	0.8	0.96
O=C1c2ccc3c4c(ccc(c24)C(=O)N1c1cccc(O)c1)C(=O)N(c1cccc(O)c1)C3=O	-17	-1	4	46*	22	10	6.4	1
Cc1ccsc1/C=N/NC(=O)C(N)=O	3	0	0	-3	-1	-16	-0.8	1.2
N#CC(=Cc1cccs1)c1nc(-c2ccc(Cl)cc2)cs1	x	x	-53	1	x	18	1.2	x
CC(C)Nc1nc(C#N)nc(NC(C)C)n1	-6	0	2	7	-7	6	0.7	0.94
N#CCCN(C(=O)COC(=O)c1cccc(S(=O)(=O)N2CCCCCC2)c1)c1ccc(F)cc1	-7	2	0	0	x	11	-0.5	x
CCCSc1nc2c(cnn2-c2ccc(C)cc2)c(=O)[nH]1	-2	0	1	3	-10	-28	0.2	0.88
OCCC1CN(Cc2cn[nH]c2C2CCCCC2)CCN1Cc1ccccc1 (configuration not stated)	-23	0	-2	12	29	-19	0.2	1.1
COCCn1nnnc1SCC(=O)c1ccccc1	-1	4	1	-4	-15	-2	-3.1	1

Grouped by structure, the entries above containing a tert-butyl group
SMILES	ATG4B inhibitor	NR3A LBD binder	SENP1 FRET inh	SENP8 inh	SENP6 block	PfGluPho inh	MPTP inh	hIAP act
CCN(c1ccccc1)S(=O)(=O)c1nnc(NC(=O)C(C)(C)C)s1	-6	-4	2	5	8	-15	4.2	0.94
CC(C)(C)c1cc(Cc2ccccc2)[nH]n1	-6	1	1	15	-11	2	-0.3	0.82

(listing goes on)
SMILES	ATG4B inhibitor	NR3A LBD binder	SENP1 FRET inh	SENP8 inh	SENP6 block	PfGluPho inh	MPTP inh	hIAP act
O=C(c1cc(COc2ccccc2)on1)N1CCCC(OCc2cccnc2)C1 (configuration not stated)	-7	0	0	-4	7	-8	-0.6	1
Cc1cccc(N2CCN(C(=O)c3ccc4c(c3)NC(=O)C(CSCc3cccc(F)c3)N4)CC2C)c1 (configuration not stated)	-9	1	35	-14	0	14	-2.4	1.1
c1ccc(-c2nc(CSc3nnc(-c4cccs4)o3)cs2)cc1	7	-4	-1	4	9	8	2.0	1
O=C(C1CCN(S(=O)(=O)c2ccccc2[N+](=O)[O-])CC1)N1CCOCC1	1	-5	3	-2	10	-14	-0.1	0.99
CCOC(=O)CC1=NN(c2ccccc2)C(=O)C1=c1sc(=C2SC(C)=C(C)N2CC)c(=O)n1CC	-6	0	3	10	x	3	0.0	x
Cc1ccc(NC(=O)NCCSc2ccc(C)cc2)cc1	21	-34	1	9	3	1	38	1.2
NC(=O)c1nsc(C(=O)N(c2ccc(Cl)cc2)C(C(=O)NCC2CCCO2)c2cccs2)c1N (configuration not stated)	-4	-1	-46	-387	-15	-2	-0.4	0.92
CC(=O)c1ccc(NC(=O)C2CCC(C)(C(=O)O)C2(C)C)cc1 (configuration not stated)	-11	-7	1	12	-5	-7	0.4	1
C/C(=N\OC(=O)c1ccccc1)c1cc(-c2ccc(Cl)cc2)no1	-1	-3	1	29	-2	-10	5.8	0.82
CN(c1ccccc1)c1nc(N)c([N+](=O)[O-])c(Nc2cccc(F)c2)n1	-4	2	2	30	1	12	0.1	0.83
CC(=O)N(Cc1cc(=O)[nH]c2ccccc12)c1ccc(C)cc1C	1	x	1	-5	3	-5	0.4	0.95
CCNCc1cc(OCC)c(OCC(=O)NCCc2ccccc2)cc1Cl	-20	x	3	14	-7	17	-1.4	0.9
CCOc1ncccc1C(=O)OCC(=O)NCc1ccccc1	-2	2	2	-1	-2	6	0.1	1.1
COc1cc(NC(=O)CCCNC(=O)c2ccc(Cl)cc2)cc(OC)c1OC	0	4	-1	15	13	0	0.1	1.1
COc1ccc(N2CCN(C(=O)c3ccc4[nH]c(C)c(C)c4c3)CC2)cc1	-3	1	0	20	-9	-9	0.0	1
CC(C)CNC1=C(C(=S)Nc2ccccc2)C(=O)CC(C)(C)C1	5	-3	3	17	-3	-1	0.6	0.91
CC(=O)NC(CC(=O)Nc1ccc(S(=O)(=O)N2CCCC2)cc1)c1ccccc1 (configuration not stated)	-7	0	0	20	4	-6	-0.6	0.88
O=C(CSc1cn(CCNC(=O)c2ccccc2)c2ccccc12)NCc1ccco1	-11	-1	0	5	-8	22	-2.3	1.1
C/C(=N/NC(=O)CNC(=O)c1cccnc1)c1ccc(Cl)c(Cl)c1	-11	2	0	12	0	4	0.3	0.86
O=S(=O)(NCc1cccnc1)c1ccc(Cl)c(Cl)c1	-5	2	0	11	-8	-15	0.3	1
Oc1c(Br)cc(Br)c2cccnc12	9	-12	3	19	x	-24	-0.1	x
FC(F)Oc1ccccc1C1CC(c2ccc(Br)s2)Nc2ncnn21 (configuration not stated)	26	-1	12	21	-5	26	-4.3	1.1
CCOC(=O)Cn1nc(C)c(NC(=O)CCc2ccccc2)c1C	-3	0	1	12	2	-8	0.9	0.85
O=C1c2ccc([N+](=O)[O-])cc2S(=O)(=O)N1Cc1ccccc1	5	1	-1	27	28	21	0.6	1

Reprinted at random: five entries already listed, in no set order.
SMILES	ATG4B inhibitor	NR3A LBD binder	SENP1 FRET inh	SENP8 inh	SENP6 block	PfGluPho inh	MPTP inh	hIAP act
FC(F)Oc1ccccc1C1CC(c2ccc(Br)s2)Nc2ncnn21 (configuration not stated)	26	-1	12	21	-5	26	-4.3	1.1
CC(C)CNC1=C(C(=S)Nc2ccccc2)C(=O)CC(C)(C)C1	5	-3	3	17	-3	-1	0.6	0.91
O=S(=O)(NCc1cccnc1)c1ccc(Cl)c(Cl)c1	-5	2	0	11	-8	-15	0.3	1
O=C(CSc1cn(CCNC(=O)c2ccccc2)c2ccccc12)NCc1ccco1	-11	-1	0	5	-8	22	-2.3	1.1
CC(=O)NC(CC(=O)Nc1ccc(S(=O)(=O)N2CCCC2)cc1)c1ccccc1 (configuration not stated)	-7	0	0	20	4	-6	-0.6	0.88

The list goes on.
SMILES	ATG4B inhibitor	NR3A LBD binder	SENP1 FRET inh	SENP8 inh	SENP6 block	PfGluPho inh	MPTP inh	hIAP act
C=CCNc1nc2ccccc2nc1NS(=O)(=O)c1ccc(F)cc1	0	-26	-7	-303	-24	3	0.5	1.2
C=C(C)Cn1cnc2cc(C)c(C)cc21	-6	1	1	11	0	-8	0.2	1
CC(C)OC(=O)CSc1nnc(-c2ccc(C(C)(C)C)cc2)n1N	-6	1	1	10	-17	49	-2.5	1
COc1ccc(CC(=O)Nc2cc(S(=O)(=O)N3CCCC3)ccc2Cl)c(OC)c1	-64	0	1	9	-25	-7	0.2	0.91
